EP2 modulator = EP2 receptor modulators, cAMP readout, primary screen, cell-based, HTRF cAMP, PGE2 stimulation | Prostaglandin E2 receptor EP2 subtype (Homo sapiens), P43116 | EP2-expressing cells, cAMP HTRF FRET, PGE2 co-stimulation | AID 940, 2007 | induction, % at 25 µM | 260,000 tested, 0.83% active;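 active = compounds whose cAMP rise, as percent of the full-agonist control response, exceeds 60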;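 note: rat C6 glioma line stably carrying human EP2 under a CMV promoter; the protocol text gives 20 µM as final concentration; 100% = response of wells given 1 µM PGE2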
NPY-Y1 antag = NPY-Y1 receptor antagonists, primary screen, cell-based. Neuropeptide Y receptor type 1 (Homo sapiens), P25929. inhibition, % at 3.6 µM. HEK293-CNG Y1 cells, membrane potential fluorescence; NPY at EC95, then isoproterenol. 200,000 tested, 1% active;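 active = inhibition above the campaign mean inhibition of all tested compounds plus 3 SD, cut at about 20% in these data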;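 note: 0% = DMSO wells given NPY plus isoproterenol and 100% = isoproterenol alone without NPY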
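Material: HEK293 cells co-expressing NPY Y1 receptor and cyclic-nucleotide gated channel. Timing: compound incubation 1 h at room temperature, readout 45 min post-stimulation. Signal: fluorescence, membrane potential probe.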
TRPML3 agonist = human TRPML3 channel agonists, primary screen, cell-based, HEK293 TRPML3-YFP, Fluo-8 calcium fluorescence, 3 µM; 100% = the carbachol control signal; 220,000 tested, 0.29% active; activation, % at 3 µM; AID 1448, 2008; Mucolipin-3 (Homo sapiens), Q8TDD5;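 active = activation above its plate's cutoff, the mean activation of the plate's test wells plus 3 SD, cut at about 12% in these data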;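 note: 0% = DMSO only wells and 100% = carbachol wells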
Target sequence (Q8TDD5 whole entry, looked up): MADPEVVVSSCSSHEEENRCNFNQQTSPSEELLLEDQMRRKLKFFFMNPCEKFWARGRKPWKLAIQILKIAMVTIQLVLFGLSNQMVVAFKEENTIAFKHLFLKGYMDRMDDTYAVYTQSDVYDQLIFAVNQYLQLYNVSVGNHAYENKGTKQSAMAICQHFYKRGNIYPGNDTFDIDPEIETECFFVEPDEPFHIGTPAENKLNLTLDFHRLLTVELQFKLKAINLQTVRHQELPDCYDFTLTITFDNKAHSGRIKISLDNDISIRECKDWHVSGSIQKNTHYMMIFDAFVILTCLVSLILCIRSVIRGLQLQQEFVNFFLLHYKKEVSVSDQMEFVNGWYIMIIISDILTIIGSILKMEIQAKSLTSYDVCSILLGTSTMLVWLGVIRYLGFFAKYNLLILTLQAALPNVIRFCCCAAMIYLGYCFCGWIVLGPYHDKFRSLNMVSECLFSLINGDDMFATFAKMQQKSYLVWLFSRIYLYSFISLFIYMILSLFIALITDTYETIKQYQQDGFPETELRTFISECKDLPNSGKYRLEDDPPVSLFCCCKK
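Test system – HEK293 line with stable expression of human TRPML3-YFP channel · Control set – carbachol 87 µM final as high control (100%), DMSO as low control (0%) · Signal – Fluo-8 calcium dye fluorescence, ex 470-495, em 515-575 nm · Incubation – 1-h 37 °C dye load, 5-s basal, 120-s post-compound reads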
NPY1 pot ag = NPY-Y1 receptor potentiators or agonists, primary screen, cell-based. Neuropeptide Y receptor type 1 (Homo sapiens), P25929. NPY-Y1 expressing cells, potentiator/agonist activation. activation, % at 3.6 µM. 220,000 tested, 0.37% active; in the data active = activation above about 33%, passing the limit was not always enough;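 note: cells stimulated with NPY at EC10 then isoproterenol at EC100; 0% = low agonist plus stimulus and 100% = saturating agonist plus stimulus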
S1P4 agonist = S1P4 receptor agonists, primary screen, cell-based; AID 1509, 2009; 220,000 tested, 0.35% active; Sphingosine 1-phosphate receptor 4 (Homo sapiens), O95977; activation, % at 4.98 µM; S1P4-expressing cell line, agonist reporter assay; in the data active = activation above about 11%;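 note: 0% = DMSO vehicle and 100% = reference agonist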
Target sequence (O95977 whole entry, looked up): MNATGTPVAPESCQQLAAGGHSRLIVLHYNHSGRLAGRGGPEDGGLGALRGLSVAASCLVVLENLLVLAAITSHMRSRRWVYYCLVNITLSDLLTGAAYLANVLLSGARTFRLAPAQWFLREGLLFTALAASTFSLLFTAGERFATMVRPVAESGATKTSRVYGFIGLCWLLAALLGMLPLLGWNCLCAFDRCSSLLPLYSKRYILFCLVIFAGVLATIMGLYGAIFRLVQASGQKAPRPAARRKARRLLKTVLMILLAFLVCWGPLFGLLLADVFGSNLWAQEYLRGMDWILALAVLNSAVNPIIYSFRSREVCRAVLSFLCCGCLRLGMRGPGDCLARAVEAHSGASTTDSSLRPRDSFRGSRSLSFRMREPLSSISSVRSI
CHOP inhibitor = inhibitors of CHOP promoter induction, primary screen, cell-based, unfolded protein response, luciferase reporter; CHO-K1 CHOP-promoter luciferase, tunicamycin-induced, 15-18 h; inhibition, % at 10 µM; 220,000 tested, 3.8% active; AID 2732, 2010;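 active = compounds that reduced the stress-induced luciferase reporter signal by more than about 70% of percent inhibition, limit read from the data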;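 note: 0% = tunicamycin plus vehicle and 100% = wells without tunicamycin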
NPY-Y2 PAM-ag = NPY-Y2 potentiators or agonists, primary screen, cell-based | Neuropeptide Y receptor type 2 (Homo sapiens), P49146 | cells expressing NPY-Y2, potentiator/agonist read-out | activation, % at 3.6 µM | 220,000 tested, 0.45% active | AID 1359, 2008; in the data active = activation above about 27%;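 note: cells stimulated with NPY near EC25 plus isoproterenol at EC100; 0% = vehicle plus submaximal agonist and 100% = vehicle plus saturating agonist; some results beyond the cut were filed as inactive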
S1P4 antag = S1P4 receptor antagonists, primary screen, cell-based; inhibition, % at 4.98 µM; Sphingosine 1-phosphate receptor 4 (Homo sapiens), O95977; S1P4-expressing cells, antagonist mode, reporter read-out; 220,000 tested, 0.26% active; in the data active = inhibition above about 29%;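 note: 0% = wells stimulated with agonist and 100% = vehicle wells without agonist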
TRPN1 ag = zebrafish TRPN1 channel agonists, primary screen, cell-based, HEK293, calcium fluorescence. transient receptor potential cation channel N1 (TRPN1/NompC), Danio rerio. HEK293 zebrafish TRPN1-YFP, Fluo-8 calcium fluorescence; 100% = response to 87 µM carbachol. 220,000 tested, 0.18% active. activation, % at 3 µM;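 active = activation above its plate's cutoff, the mean activation of test wells on that plate plus 3 SD, cut at about 19% in these data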;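 note: 0% = DMSO alone and 100% = 87 µM carbachol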
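Control set: carbachol 87 µM as high control, DMSO as low control; system: HEK293 stable line with zebrafish TRPN1-YFP; read-out: % activation versus carbachol response; detection: intracellular calcium fluorescence with Fluo-8; doses: single test compound dose, 3 µM nominal, 0.3% DMSO; schedule: dye 1 h 37 °C plus 30 min RT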
The depositor's hits bear a star; . = not tested or not shown; & = joins results of further samples.

mol,EP2 modulator,NPY-Y1 antag,TRPML3 agonist,NPY1 pot ag,S1P4 agonist,CHOP inhibitor,NPY-Y2 PAM-ag,S1P4 antag,TRPN1 ag
NC(=O)CC[C@@H]1NC(=O)[C@H](Cc2ccc(O)cc2)NC(=O)c2cc([N+](=O)[O-])cc(F)c2OCC[C@@H](C(N)=O)NC1=O,28,-5,0.8,2,1.1,-7,7,-3,0.0
CCC(=O)Nc1cc(SCCO)cc([N+](=O)[O-])c1,-2,2,0.4,15,-1.9,-14,6,8,2.0
CCCCNC(=O)CCCCC(=O)N/N=C/c1cccc(Cl)c1,4,3,-0.1,2,4.6,-2,14,1,-0.8
COc1ccc(C2SCC(=O)N2c2nc3ccccc3s2)cc1 (stereo not drawn),-75&-80,-6,0.0,15,1.0,16,4,7,-1.0
CCCNc1c(F)c(F)c2c(C)c3ccccc3nc2c1F,15,8,0.4,-7,0.1,-16,2,-15,1.3
Cc1cs/c(=N\N=C2CCCCC2)n1Cc1ccco1,-1,1,0.8,11,1.1,18,12,-8,1.5
N#Cc1ccc(CSc2nnc(NC(=O)C3CC(=O)N(c4ccc5c(c4)OCCO5)C3)s2)cc1 (stereo not drawn),-29,7,0.3,-24,0.3,13,-11,-7,0.0
CC(C)CC(C(=O)O)N1C(=O)C2C3CC(C2C1=O)C1C(c2ccccc2)c2sc(=O)[nH]c2SC31 (stereo not drawn),11,0,0.6,2,1.4,10,-6,-6,0.2
Cc1ccc(OCC(=O)Nc2ccc(N(C)C)cc2)cc1,2,8,0.2,-2,0.1,-8,-5,-19,0.6
COc1cccc(C(=O)N2CCN(CCCc3ccccc3)CC2)c1OC,-27,0,1.1,-4,2.0,22,2,2,1.9
Cc1cc(=O)[nH]c(-c2ccccc2OC(F)(F)F)n1,14,.,0.5,-22,0.9,4,3,7,0.2
O=C(NCC(=O)N(c1cccc(F)c1)C(C(=O)NC1CCCC1)c1cccnc1)c1cccs1 (stereo not drawn),18,-6,0.3,6,0.1,-17,-3,8,0.7
O=C(O)c1cc(-c2ccc3c(c2)OCCO3)n[nH]1,29,6,1.3,-9,-5.7,-3,-30,5,0.9
CC(=O)Nc1ccc(SCC(=O)OCC(=O)NC(=O)NCCC(C)C)cc1,12,0,0.5,16,-0.4,-15,1,7,2.1
Cc1ncc(CO)c2cc(C(N)=O)c(=Nc3ccccc3)oc12,8,2,0.0,-1,0.2,-23,3,-5,2.5
N#Cc1nccnc1N1CCN(C(=O)Nc2ccccc2)CC1,6,.,0.8,10,0.8,18,3,-6,1.7
O=C(NC1CCCC1)C1CCCN1S(=O)(=O)c1cccc2cccnc12 (stereo not drawn),6,9,0.4,6,2.9,32,-3,-8,1.0
O=[N+]([O-])c1ccccc1N/N=C/c1ccc2c(c1)OCO2,-4,-3,1.5,4,2.3,44,4,-2,0.3
Cc1ccc(NC(=S)NC(NC(=O)N(C)C)C(Cl)(Cl)Cl)cc1 (stereo not drawn),-22,-1,0.9,16,0.1,4,3,-14,0.5
Cc1cc(C)cc(N(C(C)C(=O)N2CCOCC2)S(C)(=O)=O)c1 (stereo not drawn),-7&-13,2,1.1,3,0.8,-6,16,-17,0.0
O=S(=O)(Nc1nc(CN2CCOCC2)nc2sc3c(c12)CCCC3)c1cc(F)ccc1F,13,2,0.3,10,-0.6,0,12,-6,2.9
CCOC(=O)c1c(C)[nH]c(N=Nc2cccc(C)c2)c1C,-22,4,0.1,-6,-0.6,71*,6,-15,-0.5
CSc1nc2c(cnn2-c2ccc(C)c(C)c2)c(=O)[nH]1,14,-2,0.8,-10,0.3,100*,-9,2,1.8
COc1ccc(C(CNC(=O)c2cc(SC)ccc2Cl)N(C)C)cc1 (stereo not drawn),-24,.,2.0,0,-1.7,7,-15,-4,0.8
O=C(Nc1ccc2c(c1)C(=O)NC2=O)c1ccc(S(=O)(=O)N2CCCC2)cc1,-5,1,0.6,-3,0.3,24,-17,-14,-0.7
Cc1ccc(C(=O)OC(C)CN2CCOCC2)cc1 (stereo not drawn),10,5,0.7,11,0.2,-7,-2,-10,-0.3
COc1ccccc1CNC(=O)c1cnccn1,35,2,0.0,-19,-0.2,4,5,4,1.2
Cc1ccc(C(=O)NNC(=O)C2CCN(c3nccc(C)n3)CC2)cc1,31,0,1.0,4,-0.3,-16,-8,-2,0.0
Cn1nnnc1SCC(=O)N1CCOCC1,11,2,1.1,-9,0.9,-13,5,-4,1.0
COc1ccc(-c2cc(C(F)(F)F)nc(N3CCOCC3)n2)cc1,55,10,0.2,10,0.1,65,6,-16,-0.3
Cc1ccc(-n2c(C)cc(C(=O)CN3CCOCC3)c2C)cc1,20,-2,-0.2,2,1.0,-5,4,-12,-0.8
CSc1n[nH]c(=O)n1C1CCCCC1,2,.,1.0,2,0.8,4,-11,3,0.0
COC(=O)CN(C(=S)Nc1ccccc1)C1CC(=O)N(c2ccc(OC)cc2)C1=O (stereo not drawn),19,5,0.8,-2,-0.9,0,12,-10,2.2
Cc1nc2nc[nH]n2c(=O)c1NC(=O)CC12CC3CC(CC(C3)C1)C2,23&4,1&0,0.4&0.2,-11&9,0.8&-0.9,-12&16,9&-1,5&-12,1.9&-0.5
O=C(Nc1ccccc1)N(c1ccccc1)C1C=CS(=O)(=O)C1 (stereo not drawn),-21,.,0.1,-13,-0.4,5,11,1,-1.1
COC(=O)c1cc2c(ccn2-c2ccc(F)cc2)n1Cc1ccc(OC)cc1,-58,24*,0.8,-24,-0.8,6,10,-3,-0.1
Cc1ccc(C(=O)Nc2cccc([N+](=O)[O-])c2)cc1S(=O)(=O)Nc1cccc(C(=O)O)c1,-46,4,0.6,-6,0.2,9,0,-4,0.9
O=C(Nc1nc(-c2ccncc2)cs1)c1ccco1,-37,-3,-0.2,0,1.0,29,6,1,-0.3
COc1cccc(NC(=O)Cn2c(CCC(=O)O)ccc2-c2ccc(C)cc2)c1,-20,4,-0.2,1,-2.5,2,-5,1,-0.5
COc1ccc(C)cc1NC(=O)C(C)N(c1ccc(C)cc1)S(C)(=O)=O (stereo not drawn),14,-2,-1.9,-5,-0.8,16,3,-1,-2.4
COc1ccc(CNc2ccc3c(c2)ncn3-c2ccccc2OC)cc1,-7,0,-1.3,16,1.1,33,10,1,-3.2
COCCNC(=O)Cn1nc(-c2ccccc2OC)ccc1=O,-20,-5,0.2,11,2.2,-6,10,9,0.1
O=C1C(Cl)=C(N2CCOCC2)C(=O)N1c1ccccc1Cl,-6,-2,0.2,4,1.5,43,10,-4,1.2
COCCNC(=S)N1CCc2cc(OC)c(OC)cc2C1COc1cc(C)cc(C)c1 (stereo not drawn),23,2,-0.8,-4,18*,41,0,0,-0.5
CC1CN(CCOc2ccc(Cl)cc2Cl)CC(C)O1 (stereo not drawn),27,2,0.4,-22,1.2,25,7,-7,-0.3
COCc1cc(C)nc2sc(C(=O)OC(C)C)c(N)c12,1,1,-1.0,-6,0.3,10,4,-14,-1.8
Cc1cc(C)c2sc(NNC(=O)c3ccc(S(=O)(=O)N4CCc5ccccc5C4)cc3)nc2c1,-34,-1,-0.6,16,0.1,45,5,11,-1.0
CCCN(c1nc(C)cc(OC)n1)S(=O)(=O)c1ccccc1,44,1,0.8,8,1.2,25,8,-14,-3.2

Already shown: 2 of the compounds above.
mol,EP2 modulator,NPY-Y1 antag,TRPML3 agonist,NPY1 pot ag,S1P4 agonist,CHOP inhibitor,NPY-Y2 PAM-ag,S1P4 antag,TRPN1 ag
COc1ccc(CNc2ccc3c(c2)ncn3-c2ccccc2OC)cc1,-7,0,-1.3,16,1.1,33,10,1,-3.2
COCCNC(=O)Cn1nc(-c2ccccc2OC)ccc1=O,-20,-5,0.2,11,2.2,-6,10,9,0.1

Other entries follow.
mol,EP2 modulator,NPY-Y1 antag,TRPML3 agonist,NPY1 pot ag,S1P4 agonist,CHOP inhibitor,NPY-Y2 PAM-ag,S1P4 antag,TRPN1 ag
CCOC(=O)C1C(c2cccc(F)c2)NC(=S)NC1(O)C(F)(F)F (stereo not drawn),17,11,0.1,-17,-0.6,2,-4,1,2.0
O=C(O)c1ccc(S(=O)(=O)c2ccc3c(c2)C(=O)N(Cc2ccco2)C3=O)cc1,19,6,0.8,-8,-0.4,18,-9,-10,0.7
O=C(CN1CCOCC1)Nc1ccc(OCc2ccccc2)cc1,9&-78,-2,0.9,3,0.1,21,-22,15,1.1
Cc1cc(C)nc(N(C#N)CN2C(=O)c3ccccc3S2(=O)=O)n1,2,-5,-0.4,-11,-0.3,-63,-18,-2,1.1
COc1ccc(N2C(=O)CCC2(C#N)c2ccc(Br)cc2)cc1 (stereo not drawn),-18,1,1.1,3,1.4,-7,10,0,0.2
